tim10-1 inh: growth inhibitors of tim10-1 mutant yeast, primary screen, luminescence, uHTS; AID 463190, 2010; 2.2% of 330,000 active; inhibition, % at 20 µM; S. cerevisiae tim10-1 ts strain growth, BacTiter-Glo, 24 h;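 active = inhibition of at least 40%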;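 also: mutant grown at 25 °C; 0% = DMSO wells with yeast and 100% = wells holding no yeast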
UPR CHOP act: activators of apoptotic CHOP UPR arm, primary screen, cell-based, CHO-CHOP luciferase reporter, luminescence, uHTS. UPR activation; percent of tunicamycin response over DMSO baseline. activation, % at 10 µM. 0.34% of 330,000 active. AID 449763, 2010;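 active = at 10 µM dose, activation of 40% or more, normalized to positive control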;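 also: 100% = tunicamycin at 10 µg/mL and 0% = DMSO alone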
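Test system: CHO-CHOP cells, stable luciferase reporter of PERK-eIF2a-CHOP signalling | Quantity: 500 CHO-CHOP cells per well | Buffer or medium: F12 plus 10% serum | Compound dosing: 10 µM single point, 0.5% DMSO | Schedule: 6 h compound treatment, 37 °C | Signal: Luciferase luminescence | Control set: Tunicamycin high control, DMSO low control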
APJ agonist: agonists of human apelin receptor APJ, primary screen, CHO-K1 cells, PathHunter beta-arrestin, luminescence. AID 2520, 2010. 0% DMSO wells, 100% apelin. 0.11% of 330,000 active. activation, % at 20 µM. P35414;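 active = activation more than six SD over the plate average, tested at 20 µM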;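 also: 0% = DMSO alone and 100% = apelin-13 at 10 nM; some results filed as inactive read as strong as hits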
Target sequence (P35414 whole entry, looked up): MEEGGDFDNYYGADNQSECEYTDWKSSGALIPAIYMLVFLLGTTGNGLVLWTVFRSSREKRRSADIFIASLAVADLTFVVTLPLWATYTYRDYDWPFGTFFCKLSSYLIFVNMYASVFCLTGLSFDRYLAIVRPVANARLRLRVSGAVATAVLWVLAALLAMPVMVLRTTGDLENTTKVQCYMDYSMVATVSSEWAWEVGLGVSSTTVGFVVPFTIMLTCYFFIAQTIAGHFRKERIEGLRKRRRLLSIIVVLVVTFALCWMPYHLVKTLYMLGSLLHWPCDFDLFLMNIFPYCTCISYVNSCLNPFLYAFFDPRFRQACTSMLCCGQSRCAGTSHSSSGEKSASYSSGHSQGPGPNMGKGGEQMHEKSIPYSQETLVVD
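assay system = CHO-K1 APJ beta-arrestin complementation cell line | input = cell density 1000 per well | dosing = compound 20 µM once, DMSO 1% | timing = compound 90 min 25 °C, reagent 1 h | measured by = luminescence from split beta-galactosidase complementation, Galacton Star/Emerald II substrate | read-out basis = APJ agonist activity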
TIM10 inh: growth inhibitors of isogenic TIM10 control yeast, primary screen, counter-screen for tim10-1 yeast inhibitor project, luminescence, uHTS. S. cerevisiae TIM10 strain growth, BacTiter-Glo luminescence, 24 h. inhibition, % at 10 µM. 1.4% of 330,000 active. AID 463195, 2010;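 active = inhibition of 40% or more at the single tested concentration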;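 also: wild-type TIM10 isogenic control strain grown at permissive 25 °C; 0% = DMSO yeast wells and 100% = minimal medium wells without yeast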
tim23-1 inh: growth inhibitors of tim23-1 mutant yeast, primary screen, luminescence, uHTS. S. cerevisiae tim23-1 growth, BacTiter-Glo luminescence, 24 h. AID 463212, 2010. 1.3% of 330,000 active. inhibition, % at 20 µM;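 active = growth inhibition of the mutant yeast at or above 50%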;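 also: temperature-sensitive mutant grown at 25 °C; plate controls were DMSO-treated mutant yeast for no effect and medium wells lacking yeast for full effect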
APJ antag: antagonists of human apelin receptor APJ, primary screen, CHO-K1 cells, beta-arrestin complementation, luminescence; P35414; inhibition, % at 20 µM; 0.32% of 330,000 active; AID 2521, 2010;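 active = inhibition above about 40% at 20 µM, limit read from the data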;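 also: cells challenged with 10 nM apelin-13 agonist together with compound; plate controls were apelin-13 plus DMSO wells for no effect and DMSO wells lacking apelin-13 for full effect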
XBP1 UPR activ: activators of adaptive XBP1 UPR arm, primary screen, cell-based, CHO-XBP1 luciferase reporter, luminescence, uHTS; AID 463104, 2010; 0.33% of 330,000 active; activation, % at 20 µM; IRE1-XBP1 UPR activation; percent of tunicamycin response, DMSO as zero;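 active = versus positive control, 20 µM dose yields 30% or more activation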;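 also: 100% = tunicamycin at 10 µg/mL and 0% = DMSO only wells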
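Test system: CHO-XBP1 luciferase reporter cells | Buffer or medium: Serum-containing F12 medium, 10% FBS | Schedule: 6 h compound exposure at 37 °C, 5% CO2 | Detection: Steady-Glo luciferase glow luminescence, 10 min after reagent addition | Read-out basis: Activation, % of tunicamycin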
CXCR6 block: CXCR6 receptor inhibitors, primary screen, cell-based, beta-arrestin, luminescence, CHO-K1 PathHunter, 1536-well | AID 602244, 2012 | 0.36% of 360,000 active | inhibition, % at 20 µM; in the data active = inhibition above about 34%, passing the limit was not always enough;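 also: antagonist mode with CXCL16 agonist at 10 nM final; 0% = 10 nM CXCL16 with DMSO and 100% = unstimulated wells without agonist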
Target sequence (O00574 whole entry, looked up): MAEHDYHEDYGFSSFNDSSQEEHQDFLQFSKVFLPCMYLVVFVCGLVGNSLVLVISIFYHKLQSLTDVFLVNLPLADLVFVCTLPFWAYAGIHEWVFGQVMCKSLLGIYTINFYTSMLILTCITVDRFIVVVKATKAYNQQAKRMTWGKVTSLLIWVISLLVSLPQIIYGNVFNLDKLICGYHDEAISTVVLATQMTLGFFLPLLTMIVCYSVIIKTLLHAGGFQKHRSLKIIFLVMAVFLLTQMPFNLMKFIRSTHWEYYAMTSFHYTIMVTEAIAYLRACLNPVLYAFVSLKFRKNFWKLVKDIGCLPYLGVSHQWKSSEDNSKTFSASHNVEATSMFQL
Mdm2 MdmX PPI: inhibitors of human Mdm2-MdmX association, primary screen, cell-based, luminescence, split luciferase, SaOS-2, uHTS; Protein Mdm4 (Homo sapiens) + E3 ubiquitin-protein ligase Mdm2 (Homo sapiens), …; SaOS-2 split-luciferase Mdm2/MdmX complementation; inhibition, % at 8 µM; 3% of 330,000 active; AID 485346, 2010;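 active = inhibition of at least 50% at 8 µM in the primary screen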
Active calls of the source: *. Only part of the results is shown; count on the stated rates, not on these rows.

SMILES | tim10-1 inh | UPR CHOP act | APJ agonist | TIM10 inh | tim23-1 inh | APJ antag | XBP1 UPR activ | CXCR6 block | Mdm2 MdmX PPI
N=C(N=C(N)N)N1CCc2ccccc21 | 1.6 | 0.2 | 5.5 | -3.6 | 11.6 | 3.5 | -1.7 | -0.3 | -15.7
O=c1c2cc(Br)ccc2nc(-c2ccccc2)n1O | 22.9 | 0.7 | -1.9 | 10.1 | 60.3* | -12.4 | -2.6 | -2.3 | 22.8
O=C(Cn1c2c(sc1=O)C1c3ccccc3OCC1CS2)Nc1ccc(Cl)cc1 (configuration not stated) | 17.2 | 0.3 | -0.6 | 9.0 | 2.5 | 5.7 | -0.6 | -8.1 | 34.1
CCOc1ccc(Cl)cc1C(c1c(C)[nH][nH]c1=O)c1c(C)[nH][nH]c1=O | 1.7 | -1.0 | -1.0 | 8.9 | 8.9 | 11.7 | -3.8 | 4.9 | 21.4
CC(C)c1ccc(C2NC(C(=O)O)CS2)cc1 (configuration not stated) | 7.3 | -2.6 | 5.3 | -6.4 | 0.5 | -6.3 | 0.9 | 9.8 | 3.5
COc1ccccc1NC(=O)C/C(C)=N/NC(=O)COc1c(Br)cc(Br)cc1OC | 18.4 | 0.9 | -3.9 | 22.4 | 14.1 | -2.5 | -0.8 | -0.6 | 2.8
COc1ccc(OCC(=O)NS(=O)(=O)c2ccc(Cl)cc2)cc1 | -1.6 | 0.8 | 1.2 | 0.8 | -1.7 | -1.2 | 2.7 | -9.4 | 4.7
CCCN1C2CCCC1CC(NC(=O)NC1CCCCC1)C2 (configuration not stated) | 0.4 | 3.1 | -1.0 | 3.0 | 6.2 | 4.0 | 1.6 | -16.3 | 4.4
Cc1ccc(-c2cc(-c3ccccc3Cl)[nH]n2)c(O)c1 | 25.1 | 3.3 | -1.2 | 51.0* | 64.9* | -17.9 | 1.8 | 1.9 | -68.0
O=C(NC1CCC(O)CC1)c1ccccc1OCc1ccc(F)cc1 (configuration not stated) | 14.1 | 4.0 | -5.4 | 8.8 | 18.3 | 5.9 | -2.4 | 3.2 | -1.0
Cc1ccccc1CNCc1cccnc1 | 7.1 | -2.0 | -2.8 | 2.7 | 10.6 | 18.2 | 0.4 | -6.4 | 13.2
CC(C)(C)C(=O)Nc1c2c(nn1-c1ccccc1)CSC2 | 24.5 | -0.8 | -2.5 | 4.6 | 20.4 | -35.8 | -5.4 | 12.7 | 12.8
CC1CCN(S(=O)(=O)c2ccc(NC(=O)CSc3nnnn3C)cc2)CC1 | 10.4 | 0.2 | -3.3 | -4.7 | 14.3 | 3.3 | 3.5 | -6.7 | -14.7
Cc1ncoc1C(=O)Nc1ccccc1C(N)=O | 5.7 | -0.2 | 1.0 | 3.4 | 15.2 | 19.0 | 3.6 | -5.0 | 15.3
CSc1ccc(CNC(C)(C)CO)cc1 | 9.8 | 1.3 | -0.3 | 3.7 | 4.5 | -0.3 | 0.5 | -2.5 | -22.8

Three entries out of the list, sorted by SMILES length, descending:
SMILES | tim10-1 inh | UPR CHOP act | APJ agonist | TIM10 inh | tim23-1 inh | APJ antag | XBP1 UPR activ | CXCR6 block | Mdm2 MdmX PPI
CC(C)c1ccc(C2NC(C(=O)O)CS2)cc1 (configuration not stated) | 7.3 | -2.6 | 5.3 | -6.4 | 0.5 | -6.3 | 0.9 | 9.8 | 3.5
Cc1ncoc1C(=O)Nc1ccccc1C(N)=O | 5.7 | -0.2 | 1.0 | 3.4 | 15.2 | 19.0 | 3.6 | -5.0 | 15.3
CSc1ccc(CNC(C)(C)CO)cc1 | 9.8 | 1.3 | -0.3 | 3.7 | 4.5 | -0.3 | 0.5 | -2.5 | -22.8

The main list resumes; the 2 compounds before the break are reprinted first.
SMILES | tim10-1 inh | UPR CHOP act | APJ agonist | TIM10 inh | tim23-1 inh | APJ antag | XBP1 UPR activ | CXCR6 block | Mdm2 MdmX PPI
Cc1ncoc1C(=O)Nc1ccccc1C(N)=O | 5.7 | -0.2 | 1.0 | 3.4 | 15.2 | 19.0 | 3.6 | -5.0 | 15.3
CSc1ccc(CNC(C)(C)CO)cc1 | 9.8 | 1.3 | -0.3 | 3.7 | 4.5 | -0.3 | 0.5 | -2.5 | -22.8
CC(C)N(C(=O)CN1C(=O)NC2(CCCCCC2)C1=O)C(C)C | -15.3 | -2.5 | -0.2 | -0.4 | 2.9 | 26.1 | 1.2 | -10.3 | 5.4
Nc1nc(NCc2ccco2)nc(N2CCN(Cc3ccccc3)CC2)c1[N+](=O)[O-] | 23.9 | -0.6 | 0.3 | 17.1 | 29.4 | 12.1 | -2.1 | 4.5 | 2.9
CCOC(=O)c1cnc2ccc(OCC)cc2c1NCc1cccnc1 | 26.2 | -0.5 | 3.1 | -13.6 | 22.2 | -19.9 | 0.6 | -10.4 | -2.6
O=S(=O)(c1ccccc1Br)N1CCN(c2ncccn2)CC1 | 14.9 | 1.5 | 2.1 | -6.3 | 35.2 | 11.0 | -0.5 | -3.8 | 9.1
CCOc1ccc(NS(=O)(=O)c2ccc(C(=O)N3CC(C)OC(C)C3)cc2)cc1 (configuration not stated) | 7.9 | -2.2 | -1.7 | 5.1 | -12.0 | 9.2 | 0.0 | -8.3 | 7.5
C[C@]12CCC[C@H](O1)[C@H]([C@@H](O)c1ccccc1)O2 | -6.8 | 0.4 | -5.0 | -0.7 | 3.0 | 8.6 | -1.1 | -12.1 | 12.8
CCN(C(=O)C(C)Sc1ccc(S(=O)(=O)N2CCOCC2)cn1)c1ccccc1 (configuration not stated) | 12.4 | -0.2 | -2.3 | 6.2 | 27.5 | -16.8 | 1.4 | 1.3 | 9.0
COc1ccccc1NC(=O)C1CCCN(C(=O)NCc2ccccc2)C1 (configuration not stated) | 5.3 | -0.3 | -1.3 | -15.6 | 12.0 | 3.0 | 0.9 | -1.1 | 8.8
CC1CCN(CCCNC(=O)C2CCC(CNS(=O)(=O)c3cccc4nsnc34)CC2)CC1 (configuration not stated) | -14.8 | 0.0 | -2.5 | 0.7 | -2.7 | 5.4 | -4.2 | -8.2 | 10.8
Cc1ccc(-c2ccc(C(=O)Nc3cccc(F)c3)o2)c2ccccc12 | 17.6 | 0.4 | 16.2 | 14.3 | 35.5 | 9.3 | 0.8 | -1.8 | -5.3
